# GPR7 antag = blocks human GPR7 receptor signaling; AID 1861; GPR7-expressing cells, fluorescence antagonist assay; inhibition, % at 4.4 µM; P48145; 290,000 tested, 1.1% active; in the data active means inhibition above about 16%, passing the limit was not always enough;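 further: cells stimulated with the agonist NPW; 0% = agonist with vehicle and 100% = vehicle without agonist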
# Target sequence (P48145 whole entry, looked up): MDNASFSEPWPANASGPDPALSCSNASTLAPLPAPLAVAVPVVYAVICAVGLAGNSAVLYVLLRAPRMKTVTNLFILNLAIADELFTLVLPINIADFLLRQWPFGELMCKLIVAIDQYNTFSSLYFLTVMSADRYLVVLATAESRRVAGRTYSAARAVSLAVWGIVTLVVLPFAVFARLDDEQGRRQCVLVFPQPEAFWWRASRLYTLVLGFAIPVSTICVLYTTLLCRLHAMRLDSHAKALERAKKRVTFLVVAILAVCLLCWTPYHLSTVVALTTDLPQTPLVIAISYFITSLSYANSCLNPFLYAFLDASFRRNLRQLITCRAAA
# OXTR agonist = activates the human oxytocin receptor | P30559 | 320,000 tested, 0.32% active | activation, % at 3 µM | CHO-OTR cells, Fluo-8 calcium fluorescence; normalized: DMSO 0%, oxytocin 100%;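 active means activation above the mean of all tested compounds plus 3 SD, cutoff set per screening run, cut at about 20% in these data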;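 further: peak over basal fluorescence ratio from a 100 s FLIPR kinetic read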
# MEKK2 WT-MEK5 = raises or lowers MEK5 binding to wildtype human MEKK2 PB1 domain. Q9Y2U5. binding response (% of control), % at 10 µM. bead flow cytometry, Alexa488-MEK5 binding to MEKK2 WT; actives lie on both sides. 290,000 tested, 1.1% active; in the data active means binding response below about 67% or above about 130%
# GalR3 antag = blocks the human galanin receptor 3. O60755. 360,000 tested, 0.44% active. inhibition, % at 3 µM. HEK293 GalR3-CNG cAMP membrane potential fluorescence; galR3 body fused to GalR1 C-terminus;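 active means inhibition above the screen-wide average plus 3 SD, cut at about 13% in these data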;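 further: forskolin and galanin both at EC90 stimulate the cells; cAMP rise reported by CNG channel membrane potential dye signal; 0% = forskolin plus galanin with DMSO and 100% = forskolin alone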
# Target sequence (O60755 1-299 limits assumed): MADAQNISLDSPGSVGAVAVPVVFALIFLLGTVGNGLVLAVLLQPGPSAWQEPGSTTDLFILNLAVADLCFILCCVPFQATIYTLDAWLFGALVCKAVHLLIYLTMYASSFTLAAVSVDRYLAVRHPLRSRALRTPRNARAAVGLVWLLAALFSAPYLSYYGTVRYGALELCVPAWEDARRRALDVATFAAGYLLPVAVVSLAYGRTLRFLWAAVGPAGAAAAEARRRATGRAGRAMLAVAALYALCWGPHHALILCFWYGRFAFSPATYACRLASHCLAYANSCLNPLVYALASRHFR
# MEKK2 mut-MEK5 = signal of MEK5 binding to mutant human MEKK2 PB1 domain | bead flow cytometry, Alexa488-MEK5 binding to MEKK2 mutant | percent response, % at 10 µM | 290,000 tested, 0.35% active | AID 1530; in the data active means percent response above about 24%, passing the limit was not always enough; further: inactives centre near 1; some results filed as inactive read as strong as hits
# OXTR potentiate = potentiates the human oxytocin receptor response. 320,000 tested, 0.061% active. activation, % at 3 µM. AID 2445. CHO-OTR cells, Fluo-8 calcium fluorescence, potentiator mode; 0% = oxytocin EC15, 100% = EC100;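 active means activation above that plate's cutoff, the mean activation of tested compounds plus 3 SD, cut at about 6.6% in these data, passing the limit was not always enough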;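 further: 100% uses oxytocin at 75 nM as the full agonist control; some results filed as inactive read as strong as hits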
#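 System: human OTR in CHO cells; Also added: sub-maximal oxytocin, roughly EC15; Timing: compound 6 min at room temperature before oxytocin, 100 s read; Technique: Fluo-8 intracellular calcium fluorescence, ex 470-495, em 515-575 nm; Controls: oxytocin EC15 low and EC100 high; Replication: singlicate.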
# M18AAP inhibitor = PfM18AAP enzyme inhibition; recombinant PfM18AAP, H-Glu-NHMec fluorogenic cleavage; inhibition, % at 7.35 µM; 290,000 tested, 1.2% active; AID 1822;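 active means inhibition above the campaign mean inhibition over all tested compounds plus 3 SD, cut at about 28% in these data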;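 further: 0% = plate median of test compound wells and 100% = 2 mM ZnCl2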
# NALP1 yeast inh = NALP1 inhibition. AID 2071. 280,000 tested, 0.61% active. S. cerevisiae NALP1/ASC/caspase-1 growth, X-gal OD620, 72 h. inhibition, % at 10 µM; in the data active means inhibition mostly above about 24%, no sharp cut-off; inactive means mostly below about 32%; further: some compounds called inactive have numbers as strong as hits
# V1aR counter = V1a receptor agonism, counter-screen for OXTR agonists | CHO-V1R cells, Fluo-8 calcium fluorescence, agonist mode; 0% DMSO, 100% 3 nM vasopressin | activation, % at 3 µM | 320,000 tested, 0.25% active;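 active means activation above the mean activation of all tested compounds plus 3 SD, per screening run, cut at about 20% in these data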;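 further: signal is peak over basal fluorescence ratio across a 100 second FLIPR read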
# Target sequence (P37288 whole entry, looked up): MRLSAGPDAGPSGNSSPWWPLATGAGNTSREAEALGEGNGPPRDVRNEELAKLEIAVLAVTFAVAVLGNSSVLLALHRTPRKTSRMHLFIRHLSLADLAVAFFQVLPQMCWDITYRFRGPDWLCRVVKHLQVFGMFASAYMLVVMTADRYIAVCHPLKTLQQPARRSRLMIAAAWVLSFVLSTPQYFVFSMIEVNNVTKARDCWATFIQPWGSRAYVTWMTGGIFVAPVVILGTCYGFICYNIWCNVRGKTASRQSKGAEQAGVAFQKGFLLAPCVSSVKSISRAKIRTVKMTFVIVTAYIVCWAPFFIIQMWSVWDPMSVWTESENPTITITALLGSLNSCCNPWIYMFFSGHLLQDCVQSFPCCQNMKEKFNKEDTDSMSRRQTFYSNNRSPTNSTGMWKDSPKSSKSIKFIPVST
# Starred values were filed as active, the others as inactive; . = no result given; & = joins results of further samples. The list is partial, so the mix of outcomes need not match the whole.
# Second line of a record: GPR7 antag	MEKK2 WT-MEK5	V1aR counter	GalR3 antag	NALP1 yeast inh	OXTR potentiate	M18AAP inhibitor	OXTR agonist	MEKK2 mut-MEK5
> CN1C2CCC1CC(OC(=O)c1ccc([N+](=O)[O-])cc1)C2 (stereo not given)
→ 4	101	-0.5	0	31	0	-1	-1.2	-3
> CCOC(=O)C(NC(=O)CCl)(Nc1ccc(C(O)(C(=O)OCC)C(F)(F)F)cc1)C(F)(F)F (stereo not given)
→ -1	96	2.0	-1	34	-7	-1	0.1	-2
> Cc1ccc(-c2nn(Cc3ccccc3)cc2C=O)cc1C
→ -13	101	-1.5	-4	.	-1	1	-2.4	-1
> C[C@@H](N)Cc1cnc[nH]1
→ .	102	-0.2	-4	.	-7	.	0.1	2
> CSc1nc(N)c(N=Nc2ccc([As](=O)(O)O)cc2)c(=O)[nH]1
→ -6	96	0.6	-11	8	-15	18	-0.5	9
> CCc1ccc(N2C(=O)NC(=O)C(Cc3ccc(OC)cc3OC)C2=O)cc1 (stereo not given)
→ -15	101	0.3	-1	-1	-11	6	1.9	3
> NS(=O)(=O)c1ccc(-c2ccc(C=C3C(=O)NC(=S)NC3=O)o2)cc1
→ -6	84	2.3	-4	-3	-5	15	0.8	-4
> C[C@@H]1O[C@@H](O[C@H]2C[C@@H](O)[C@]3(CO)[C@H]4[C@H](O)C[C@]5(C)[C@@H](C6=CC(=O)OC6)CC[C@]5(O)[C@@H]4CC[C@]3(O)C2)[C@H](O)[C@H](O)[C@H]1O
→ -6	91	0.4&1.1	.	14	-4&-5	-1	-0.1&-0.2	2
> O=C(c1cc2nc(-c3ccccc3)cc(-c3ccccc3)n2n1)N1CCC2(CC1)OCCO2
→ 2	100	-0.5	-1	5	-15	-14	-2.3	-1
> CCn1cc(C(=O)N2CCCCC2)c2ccccc21
→ -15	96	-1.4	-3	14	-7	-1	-2.5	-3
> Cc1cc(OCC(=O)NCC2CCC(C(=O)O)CC2)c2c3c(c(=O)oc2c1)CCC3 (stereo not given)
→ 4	103	1.7	1	-2	5	-6	1.7	4
> O=C(N/N=C/c1c(O)n(CCc2ccc(F)cc2)c(=O)[nH]c1=O)c1ccccc1
→ 2	96	0.3	1	.	0	-5	0.8	5
> C/C(=N\NC(=O)c1ccncc1)c1c(O)n(-c2ccccc2)c(=O)[nH]c1=O
→ -9	101	-0.3	0	-2	1	2	-1.3	1
> Cc1ccc(/C=C2/C(=O)NC(=O)N(Cc3ccc(F)cc3)C2=O)o1
→ -10	101	2.7	3	.	-5	-1	3.4	6
> COc1ccc2[nH]cc(C(=O)CN(C)C)c2c1
→ .	115	0.6	-5	.	6	.	-0.6	3
> COc1ccc(C(c2c(O)c3ccccc3oc2=O)c2c(C)n(C)n(-c3ccccc3)c2=O)cc1 (stereo not given)
→ -5	98	-1.1	7	15	12*	0	-1.1	-1
> Cc1cccc2c1N(N=O)CCC2
→ -8	109	-0.2	-9	25	2	-4	0.4	5
> C#C[C@]1(O)[C@H](O)CC2C3CC[C@H]4C[C@@H](O)CC[C@]4(C)C3CC[C@@]21C (stereo not given in full)
→ .	.	2.8	-5	.	3	.	1.3	.
> CCCCn1c(O)c(C(CC)=Nc2ccc(OCC)cc2)c(=O)[nH]c1=O
→ -6	97	4.7	-5	8	-10	2	4.8	0
> Clc1ccc(C(Cl)(Cl)Cl)c(Cl)c1
→ .	.	2.2	-1	.	0	.	0.4	.
> COc1cccc(CN2CCNCC2)c1OC
→ -19	105	0.4	-3	8	5	-13	0.0	8
> CC(=O)N(C1=NCCCS1)c1ccc(Cl)cc1
→ -13	91	1.4	-5	13	1	4	0.2	-13
> Cc1ccc(OCCOc2cccc(C=C3C(=O)NC(=O)NC3=O)c2)cc1
→ 5	88	-0.8	-3	6	-7	3	-1.9	2
> CCCCC1(CN2CCCC2=O)C(=O)NC(=O)NC1=O
→ 9	109	0.4	-5	-3	-13	-5	-0.2	9
> COc1cccc(C(=O)C2CCCN(Cc3ccc4nsnc4c3)C2)c1 (stereo not given)
→ 8	105	-0.7	-2	13	-12	1	-1.7	1
> O=C1NC(=O)C2(C(=O)N1)C(c1ccc(F)cc1)NC(=S)NC2c1ccc(F)cc1 (stereo not given)
→ -8	99	3.3	-2	7	-12	6	0.2	2
> O=C(N/N=C/c1c(O)n(Cc2ccccc2)c(=O)[nH]c1=O)c1ccncc1
→ -19	97	0.3	0	.	-7	11	-0.9	-1
> Cc1ccc(/C=C2\C(=O)NC(=O)N(CCc3ccc(F)cc3)C2=O)o1
→ -5	107	2.0	-2	25	-7	-5	1.9	4
> O=C(Cc1ccccc1)OCC(=O)c1ccccc1
→ 11	100	.	-2	6	.	-11	.	1
> CCC[N+]12CCC(CC1)C(=C(c1ccccc1)c1ccccc1)C2
→ 3	104	0.4	2	24	0	3	0.9	0

# Five entries already listed, sorted by molar mass, largest number first:
# Second line of a record: GPR7 antag	MEKK2 WT-MEK5	V1aR counter	GalR3 antag	NALP1 yeast inh	OXTR potentiate	M18AAP inhibitor	OXTR agonist	MEKK2 mut-MEK5
> COc1ccc(C(c2c(O)c3ccccc3oc2=O)c2c(C)n(C)n(-c3ccccc3)c2=O)cc1 (stereo not given)
→ -5	98	-1.1	7	15	12*	0	-1.1	-1
> CSc1nc(N)c(N=Nc2ccc([As](=O)(O)O)cc2)c(=O)[nH]1
→ -6	96	0.6	-11	8	-15	18	-0.5	9
> Cc1ccc(/C=C2/C(=O)NC(=O)N(Cc3ccc(F)cc3)C2=O)o1
→ -10	101	2.7	3	.	-5	-1	3.4	6
> Cc1ccc(-c2nn(Cc3ccccc3)cc2C=O)cc1C
→ -13	101	-1.5	-4	.	-1	1	-2.4	-1
> CCCCC1(CN2CCCC2=O)C(=O)NC(=O)NC1=O
→ 9	109	0.4	-5	-3	-13	-5	-0.2	9

# Single records, as listed above. Values in the order: GPR7 antag | MEKK2 WT-MEK5 | V1aR counter | GalR3 antag | NALP1 yeast inh | OXTR potentiate | M18AAP inhibitor | OXTR agonist | MEKK2 mut-MEK5
# `CCCCC1(CN2CCCC2=O)C(=O)NC(=O)NC1=O` is listed as 9 | 109 | 0.4 | -5 | -3 | -13 | -5 | -0.2 | 9
# `CCc1ccc(N2C(=O)NC(=O)C(Cc3ccc(OC)cc3OC)C2=O)cc1` (stereo not given) is listed as -15 | 101 | 0.3 | -1 | -1 | -11 | 6 | 1.9 | 3
# `O=C(N/N=C/c1c(O)n(CCc2ccc(F)cc2)c(=O)[nH]c1=O)c1ccccc1` is listed as 2 | 96 | 0.3 | 1 | . | 0 | -5 | 0.8 | 5
# `CCOC(=O)C(NC(=O)CCl)(Nc1ccc(C(O)(C(=O)OCC)C(F)(F)F)cc1)C(F)(F)F` (stereo not given) is listed as -1 | 96 | 2.0 | -1 | 34 | -7 | -1 | 0.1 | -2

# New compounds follow:
# Second line of a record: GPR7 antag	MEKK2 WT-MEK5	V1aR counter	GalR3 antag	NALP1 yeast inh	OXTR potentiate	M18AAP inhibitor	OXTR agonist	MEKK2 mut-MEK5
> CCOC(=O)c1c(/N=C/C2C(=O)NC(=S)NC2=O)sc2c1CCC2
→ 1	92	4.1	.	9	-1	14	4.1	-5
> CCOCCN1CCC(OC(C)=O)C(C)C1 (stereo not given)
→ 2	108	0.8	1	2	-4	-8	3.2	5
> CC(C)n1nnnc1CN1CCN(C)CC1
→ -10	101	0.5	-1	20	-5	-1	0.8	-2
> Nc1ccccc1C(=O)OCCOc1ccccc1
→ -8	106	-0.9	-6	7	-4	-2	-0.2	8
> O=[N+]([O-])c1ccc(N2CCNCC2)cc1NC1CC1
→ -4	.	-1.4	.	12	-14	-7	-0.6	.
> COc1ccc(OC)c(CN2CCCC(C(=O)c3sccc3C)C2)c1 (stereo not given)
→ -13	98	3.2	0	.	-6	0	-0.2	-3
> Clc1cccc(CNCCc2ccc3c(c2)OCO3)c1
→ 9	107	2.0	-11	20	-2	6	3.5	11
> Cc1cc(OC(=O)c2ccco2)c2c3c(c(=O)oc2c1)CCCC3
→ 10	101	-0.6	-2	5	-9	-6	-1.3	-2
> COP(=O)(CC(=O)O)c1ccccc1 (stereo not given)
→ -9	109	0.3	-1	14	-5	1	0.9	10
> Cc1cccc(C)c1NC1=NCCCS1
→ -3	112	1.0	.	20	-4	-8	0.1	5
> O=c1[nH]c(=S)[nH]c(O)c1N=Nc1cc(S(=O)(=O)Nc2ccc(Cl)cc2)ccc1Cl
→ .	.	-1.1	0	.	1	.	-1.2	.
> COc1ccc(/C=N/N=C(/N)N[N+](=O)[O-])c(OC)c1
→ 7	96	-0.5	6	-17	-11	-7	0.0	-7
> O=[N+]([O-])c1ccc2nc(N3CCNCC3)ccc2c1
→ .	112	1.0	.	.	1	.	2.9	3
> Nc1nonc1C(=O)N/N=C/c1ccc([N+](=O)[O-])o1
→ -7	108	0.5	-5	20	-15	16	-0.2	-1
> COc1ccc(C(c2ccc(OC)cc2)C(Cl)(Cl)Cl)cc1
→ .	.	0.3	0	.	-8	.	-0.3	.
> CCCCCP(=O)(O)c1ccccc1
→ -4	93	1.0	-3	-13	0	11	-0.4	-5
> O=C(Cn1nc(-c2ccccc2)ccc1=O)N1CCC2(CC1)OCCO2
→ -12	94	0.9	-5	1	-16	-5	5.6	-11
> CCN(c1ccc(C(O)(C(=O)OC)C(F)(F)F)cc1)S(=O)(=O)c1ccccc1 (stereo not given)
→ 0	103	0.3	-4	0	-19	8	-0.6	3
> COCCOC(=O)C1=C(N)Oc2c(c(=O)oc3ccccc23)C1c1ccncc1 (stereo not given)
→ -6	122	0.1	-1	23	-3	2	-1.2	9
> CCOC(=O)[C@@]1(C#N)C(c2ccc(Cl)c(Cl)c2)[C@H](C(N)=O)N2C=C(C(C)=O)C=C[C@H]21 (stereo not given in full)
→ -10	100	0.2	-4	8	-11	1	-0.1	2
> CCCCCn1c(=O)c(C(=O)NCCc2ccccc2)c(O)c2ccccc21
→ -35	108	0.1	-8	14	-7	-3	1.0	2
> COc1cccc(-c2sc3ccccc3c2-c2ccc(OCCN3CCOCC3)cc2)c1
→ .	.	3.5	-8	.	0	.	3.1	.
> COc1ccc(C(=O)C2CCCN(Cc3cccc(C)n3)C2)c(OC)c1 (stereo not given)
→ -19	102	2.1	-6	-32	-1	-5	2.1	3
> Nc1nc(SCCC(F)=C(F)F)n[nH]1
→ -10	100	0.7	1	10	-4	-1	1.2	1
> CC(=O)OC1N=C(c2ccccc2Cl)c2cc(Br)ccc2N(C)C1=O (stereo not given)
→ 5	101	0.9	-5	.	-3	4	-2.2	4
> Cc1ccccc1N1CCN(C2CCCN(C(=O)COc3ccccc3)C2)CC1 (stereo not given)
→ -5	104	0.6	-1	19	-8	-5	-0.8	-2
> CC1=NCCc2c1[nH]c1cc(O)ccc21
→ .	.	30*	-6	.	-12	.	43*	.
> O=c1[nH]c(=O)n(Cc2ccccc2)c(O)c1C=NCCCO
→ -14	96	3.1	-5	20	4	2	2.3	-1

# Bioassay records from PubChem BioAssay.
